MT stabilize HCS = microtubule stabilization, imaging screen | HeLa tubulin immunostaining HCS, 24 h; share of cells brighter than vehicle mean+2SD | % tubulin-high responders, % at 10 µM | 0.83% of 200,000 active | AID 2205;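 active means plate Z-score above 3 for both tubulin-high and condensed-nucleus cell shares, with cell loss under 80%, at 10 µM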;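 further: anti alpha tubulin signal scored within the nucleus-defined area of each cell; some results filed as inactive read as strong as hits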
Dynein cargo inh = dynein cargo transport inhibition. 3617.4 mouse cells, GR-EGFP nuclear translocation imaging; test concentration mostly 20 µM; stimulated with dexamethasone, 1 µM; hits give low values. 0.47% of 220,000 active. z-score, hits read low;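 active means plate z-score of nuclear minus cytoplasmic receptor signal below a set negative limit, without overly bright fluorescence or cell loss, cut at about -3.5 in these data, passing the limit was not always enough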;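 further: z-score of nuclear minus cytoplasmic ring GR-EGFP intensity difference per well; some compounds called inactive have numbers as strong as hits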
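Also added – dexamethasone, 1.0 µM final · Buffer or medium – tet-free, stripped-serum medium · Schedule – induction 48 h, compound 1 h, agonist 30 min · Detection – formaldehyde fixation, Hoechst nuclear stain, 10x automated fluorescence imaging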
TNAP activation fold = human TNAP enzyme activators, primary screen, biochemical, luminescent, no phosphate acceptor, uHTS (AID 1001). purified TNAP, luminescent activation assay, no phosphate acceptor; higher activation fold means a stronger effect. one-dose activation fold at 20 µM; EC50 in µM for titrated hits. 0.03% of 200,000 active; in the data active means activation fold from about 3, or a potency from the dose series; inactive means the rest, 99 in 100 with activation fold below about 1.6; further: many of its hits are not listed in these tables
human PMI inhibition = MPI enzyme activity inhibition – biochemical, fluorescence intensity, coupled assay, primary screen (AID 1209); purified PMI enzyme, coupled fluorescence intensity; higher % means a stronger effect; 0.42% of 190,000 active; inhibition, % at 20 µM; hits with a dose series show IC50 in µM; in the data active means inhibition above about 50%;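 further: plate controls were DMSO vehicle for no effect and wells lacking substrate for full effect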
b-catenin transl = beta-catenin nuclear translocation modulation; HeLa beta-catenin nuclear translocation, immunofluorescence imaging; nuclear translocation activity, % at 5 µM; 0.3% of 190,000 active;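 active means nuclear translocation activity above 50% at 5 µM, with a well cell count of 50 or more; inconclusive means wells under 50 cells across six images, flagged as toxic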;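 further: per-cell ratio of nuclear to cytoplasmic median beta-catenin stain intensity; plate controls were DMSO negative control for no effect and GSK-3 inhibitor IX positive control for full effect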
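Test system: human HeLa cells, endogenous beta-catenin. Times: 24 h compound exposure, 37°C. Measured by: beta-catenin immunofluorescence imaging with DAPI.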
T cell HTS = T cell immune modulators affecting CD8 T cell-vesicle binding. 2C CD8+ T cell-vesicle binding, flow cytometry; hits give low values. AID 2052. calls only at 7 µM. 0.068% of 330,000 active;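 active means response, share of CD8 T cells binding vesicles, and their 90th percentile fluorescence all below set limits, cut at about 80% in these data, passing the limit was not always enough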
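Read-out – percent CD8+ FL2 mean versus row control · System – murine 2C transgenic CD8+ T lymphocytes · Times – 1.5 h cell–vesicle binding at 37 °C, then 20 min icy labelling · Control set – naked vesicles low, QL9 vesicles with vehicle high · Detection – cytometric PE anti-B7-1 and Alexa647 anti-CD8 signals after 1% paraformaldehyde fixation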
Lipid droplet = hepatic lipid droplet formation modulation; 0.4% of 240,000 active; AML12 mouse hepatocytes, oleate lipid droplets, BODIPY imaging; inhibition, % at 6.5 µM;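 active means lipid droplet intensity inhibited by at least 50%, with more than 500 cells counted; inconclusive means wells with under 300 cells, treated as cytotoxic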
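material = mouse AML12 hepatocyte cell line, fixed after treatment | also added = 100 µM oleic acid challenge | doses = compound at 6.5 µM only | schedule = overnight exposure | technique = Image-based BODIPY and DAPI two-channel analysis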
Ins promoter up = MIN6 insulin promoter up-regulation. MIN6 insulin promoter-GFP reporter, high-content imaging; hits give high values. 0.3% of 190,000 active. z-score at 5 µM. AID 1625;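 active means z-score above 3 at 5 µM with at least 500 cells counted in the well; inconclusive means wells under 500 cells, flagged as cytotoxic or low count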
Myeloid diff MLP = myeloid differentiation induction. ER-HoxA9 myeloid progenitors, lysozyme-GFP differentiation, flow cytometry. calls only at 10 µM. 1% of 360,000 active;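 active means normalized GFP-positive differentiation at or above the plate's own cutoff, the solvent-only control mean plus 3 SD; inconclusive means no clear call, values can overlap the other calls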;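 further: cells exposed to compound for four days before flow analysis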
Dynein cargo inh cytoplasmic EGFP = further read-out of Dynein cargo inh, marked with its call; z-score; measured here: cytoplasmic GR-EGFP intensity; hits give high values
Dynein cargo inh nuclear GR-EGFP = also measured in Dynein cargo inh; calls as there; z-score; measured here: nuclear GR-EGFP intensity;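 lower value marks the stronger effect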
Dynein cargo inh cell count = recorded beside Dynein cargo inh, whose call it bears; z-score; measured here: cell count per field
Ins promoter up cell count = also measured in Ins promoter up; calls as there; cell count; measured here: cytotoxicity, nuclei count;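 total cells summed across four imaged fields per well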
Lipid droplet cells 6.5 µM = further read-out of Lipid droplet, marked with its call; cell count; measured here: cell count, cytotoxicity flag;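 cells counted across two imaged fields per well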
b-catenin transl cell count 5 µM = also measured in b-catenin transl; calls as there; cell count; measured here: cell count, cytotoxicity flag
T cell HTS vesicle-bound % = second read-out of T cell HTS, no call of its own (marks repeat the call); double positive events, %; measured here: CD8+ vesicle-bound cell fraction;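 binding gate set so that unloaded-vesicle control wells show 10% double positive cells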
MT stabilize HCS Hoechst-high % = second read-out of MT stabilize HCS, no call of its own (marks repeat the call); % Hoechst-high responders; measured here: nuclear condensation Hoechst responders;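 share of cells brighter than vehicle mean plus two SD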
MT stabilize HCS cytotoxicity % = recorded beside MT stabilize HCS, whose call it bears; toxicity, %; measured here: cytotoxicity by cell density;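 0% = mean cell density of plate MIN control wells and 100% = no cells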
Myeloid diff MLP GFP+ MAC1+ % = recorded beside Myeloid diff MLP, whose call it bears; GFP+ MAC1+ double positive, %; measured here: differentiation confirmed by MAC1 staining
* hit, by the source's call; i = inactive; ? = inconclusive; . = no result given; + = active, no number.

The line under a structure holds: MT stabilize HCS	MT stabilize HCS Hoechst-high %	MT stabilize HCS cytotoxicity %	Dynein cargo inh	Dynein cargo inh cytoplasmic EGFP	Dynein cargo inh nuclear GR-EGFP	Dynein cargo inh cell count	TNAP activation fold	human PMI inhibition	b-catenin transl	b-catenin transl cell count 5 µM	T cell HTS	T cell HTS vesicle-bound %	Lipid droplet	Lipid droplet cells 6.5 µM	Ins promoter up	Ins promoter up cell count	Myeloid diff MLP	Myeloid diff MLP GFP+ MAC1+ %
> COc1ccccc1C(=O)Nc1c2c(nn1-c1cccc(C)c1C)CS(=O)(=O)C2
    2.0	0.8	61	0.83	-0.073	0.9	0.075	1.1	11%	-0.1	1078	i	57	-9	658	0.39	1202	i	1.2
> Cc1nc(N)sc1C(=O)OCC(C)C
    2.7	1.8	0.5	1.4	-0.32	0.86	-0.66	1	-6%	-0.4	1022	i	46	13	650	-1.5	1211	i	0.5
> Clc1ccc(SCc2cc(-c3ccccc3)no2)cc1
    1.0	1.7	7.6	-1.1	-0.43	-0.46	0.5	1.1	-1%	-0.8	1318	i	1	.	.	-0.11	1564	i	0.8
> CCN(CCn1cccn1)Cc1nc(-c2ccc(C(=O)OC)cc2)no1
    3.5	1.7	3.9	0.3	-0.3	0.24	0.53	1	-11%	0.3	1471	i	58	7	712	-0.2	1634	i	0.2
> COc1ccc(C(=O)NC(=S)Nc2ccc3c4c(cccc24)CC3)cc1OC
    6.8	2.2	6.7	-0.65	-0.18	-0.68	0.6	1	26%	-2.2	568	i	36	1	670	0.08	1352	i	0.4
> Cc1cc(C(=O)N2CCN(c3ncccn3)CC2)c(C)o1
    3.7	1.5	6.1	-1.3	-0.14	-0.31	0.75	0.9	-4%	-1.4	961	i	51	2	666	0.2	1971	i	1.3
> Cc1nn(Cc2ccc(Cl)cc2)c(C)c1NC(=O)Cn1nc([N+](=O)[O-])c(Cl)c1C
    4.1	1.1	5.7	-0.11	-0.21	0.46	0.88	1.1	3%	4.2	1412	i	24	.	.	-0.19	1188	i	0.4
> COC(=O)c1c(-c2ccc3ccccc3c2)csc1NC(=O)Cc1ccc(OC)c(OC)c1
    38	10	56	1.2	-0.2	1.4	-1.1	0.9	1%	10	1115	i	23	.	.	-0.08	1642	i	1.4
> N#Cc1nc(COc2ccccc2Cl)oc1NCc1ccco1
    3.8	1.3	4.9	0.47	-0.049	-0.35	-1.5	1	17%	-1.0	1329	i	27	.	.	-0.39	1661	i	0.9
> CCn1c(SCC(=O)Nc2cccc(F)c2)nnc1-c1cc2cc(Br)ccc2o1
    2.5	2.5	2.9	-0.86	-0.28	-0.47	0.55	1.1	15%	.	.	i	22	5	678	.	.	i	0.2
> Cc1nn(Cc2ccc(C(=O)NC(C)(C)C)o2)c(C)c1Br
    4.7	3.2	11	-0.86	-0.31	-0.3	0.07	0.9	-21%	0.9	1317	i	30	.	.	?	.	i	0.5
> COC(=O)c1cccc(NS(=O)(=O)c2cccs2)c1C
    3.1	2.4	5.6	-0.69	-0.23	-0.38	-0.42	1.1	9%	-2.9	1221	i	30	19	784	-0.4	1247	i	0.8
> Cn1nccc1C(=O)N1CCc2ccccc21
    4.4	2.1	3.2	-0.3	-0.15	0.18	0.85	1	-9%	5.6	481	i	11	5	768	.	.	i	0.9
> COc1ccc(-n2c(=O)c3ccccc3c3ccccc3c2=O)c(OC)c1
    4.6	2.7	8.3	0.58	-0.23	0.086	0.095	1.1	-4%	-1.4	1181	i	43	-38	671	0.19	1508	i	0.9
> O=C(Cn1nc(-c2ccccc2)ccc1=O)Nc1ccc(N2CCN(C(=O)c3cccs3)CC2)cc1
    1.7	1.2	3.6	0.34	-0.2	0.12	-0.78	1	10%	1.3	933	i	47	43	736	-0.98	1485	i	0.6
> CCN(CCS(=O)(=O)c1ccc(Cl)cc1)C(=O)Nc1ccccc1
    .	.	.	0.33	-0.26	0.11	0.34	.	.	-0.3	1174	i	38	2	820	1.2	1079	i	0.4
> COc1cccc(NC(=O)CSc2nc3ccccc3c(=O)n2Cc2cccs2)c1
    2.0	3.3	9.4	-0.51	-0.28	-0.48	0.18	1.2	12%	-1.0	1003	i	52	0	553	.	.	i	2.2
> CCc1ccc(NC(=O)C(C)OC(=O)C2CCC(=O)N2)cc1 (stereo not drawn)
    5.3	1.4	3.5	-0.81	0.0074	-0.35	0.79	1.1	-17%	-1.8	1038	i	40	-7	679	-0.57	1230	i	0.5
> CCCc1cc(-c2n[nH]c(=S)n2CC(C)C)cs1
    3.3	1.5	4.1	-0.36	-0.32	-0.5	0.61	0.6	12%	2.1	500	i	29	-14	709	-0.17	1219	i	0.9
> CCC(C(=O)N1CC2(C)CC1CC(C)(C)C2)N1C(=O)c2ccccc2C1=O (stereo not drawn)
    4.9	3.2	3.1	-0.53	-0.25	-0.023	-0.27	1.1	-3%	0.0	1141	i	12	.	.	0	995	i	0.7
> NC(=O)c1ccsc1NC(=O)COC(=O)c1ccccc1NCc1ccco1
    4.2	2.2	8.4	0.75	-0.24	0.44	-0.78	1.1	7%	-5.2	937	i	29	.	.	-0.22	1235	i	1.0
> COc1ccc(/C=N/n2cnc3scc(-c4cccs4)c3c2=O)cc1OC
    2.7	3.1	4.1	-0.69	-0.28	-0.65	0.74	1.1	7%	.	.	i	49	15	675	0.58	1481	i	1.8
> CCO/C([O-])=N/c1sn[n+](C)c1C
    .	.	.	-0.76	-0.13	-0.29	1.1	.	.	1.1	1259	i	4	-1	666	0.19	1106	i	0.6
> O=C(Nc1ccc(S(=O)(=O)N2CCCC2)cc1)C1COc2ccccc2O1 (stereo not drawn)
    3.4	1.4	2.1	-0.048	0.00013	0.35	-0.2	1.1	-4%	0.6	1076	i	62	-15	684	-0.34	1194	i	1.6
> COC(=O)CCP(=O)(O)Cc1ccccc1CP(=O)(O)CCC(=O)OC
    1.4	1.3	5.8	-0.46	-0.22	-0.18	0.48	0.9	5%	-0.8	1160	i	25	.	.	0.26	1195	i	0.6
> Cn1cnnc1SCC(=O)c1ccc2c(c1)OCCO2
    2.9	1.9	6.0	-0.11	-0.24	0.093	1.2	1	-1%	.	.	i	58	11	784	.	.	i	1.1
> Cc1ccc(-c2cccc(CN3CCN(C(C)C)C(CCO)C3)c2)o1 (stereo not drawn)
    2.3	2.5	3.5	0.12	-0.29	0.084	0.42	1.1	10%	0.5	1041	i	55	-13	693	-0.77	1479	i	0.6
> O=C(NCc1cccnc1)c1ccc([N+](=O)[O-])o1
    2.6	3.9	10	-0.72	-0.18	-0.52	0.55	1.1	4%	5.4	917	i	45	-18	683	.	.	+	1.0*
> CC1CN(S(=O)(=O)c2cccc(C(=O)NCCCn3ccnc3)c2)CC(C)O1 (stereo not drawn)
    1.1	1.1	5.1	-0.44	0.025	-0.066	-0.74	1.1	2%	2.7	1232	i	39	6	716	-0.28	1248	i	0.6
> COc1cccc(-c2nn(-c3ccccc3)cc2C(=O)Nc2nccs2)c1
    2.6	1.6	8.0	-1.2	-0.27	-0.59	0.51	1.1	25%	.	.	i	.	0	672	-0.3	1207	i	0.2

Part of the list above, limited to Myeloid diff MLP GFP+ MAC1+ %.
| mol | Myeloid diff MLP GFP+ MAC1+ % |
| --- | --- |
| CCN(CCS(=O)(=O)c1ccc(Cl)cc1)C(=O)Nc1ccccc1 | 0.4 |
| COc1cccc(NC(=O)CSc2nc3ccccc3c(=O)n2Cc2cccs2)c1 | 2.2 |

Additional structures.
The line under a structure holds: MT stabilize HCS	MT stabilize HCS Hoechst-high %	MT stabilize HCS cytotoxicity %	Dynein cargo inh	Dynein cargo inh cytoplasmic EGFP	Dynein cargo inh nuclear GR-EGFP	Dynein cargo inh cell count	TNAP activation fold	human PMI inhibition	b-catenin transl	b-catenin transl cell count 5 µM	T cell HTS	T cell HTS vesicle-bound %	Lipid droplet	Lipid droplet cells 6.5 µM	Ins promoter up	Ins promoter up cell count	Myeloid diff MLP	Myeloid diff MLP GFP+ MAC1+ %
> C/C(=N/Oc1nc(C)cc(C)n1)c1ccc(Cl)cc1Cl
    2.1	1.8	3.2	-1.6	-0.42	-0.5	0.65	1	10%	-2.3	1445	i	15	.	.	0.35	1397	i	0.8
> Cc1ccc(CNC(=O)COC(=O)c2ccc(S(=O)(=O)N(C)C)cc2)cc1
    6.0	1.8	4.0	-0.24	-0.4	-0.2	1.2	1	-2%	-3.7	1057	i	59	35	706	0.13	1400	i	0.4
> Cc1ccc(S(=O)(=O)NC(=O)c2cc(C)n(CCCn3ccnc3)c2C)cc1
    6.9	1.5	0.7	1.4	-0.19	1.1	-0.69	1.1	1%	-1.5	1164	i	42	.	.	-0.08	1167	i	1.0
> Cc1ccc(OCC(=O)Nc2ccc(S(=O)(=O)N3CCN(C)CC3)cc2)cc1
    2.8	1.2	6.5	-0.4	-0.21	-0.25	-0.35	1.1	-2%	0.1	1134	i	23	-36	732	.	.	i	1.4
> COc1ccc(NC(=O)NCCCN2CCN(c3cc(C)ccc3C)CC2)cc1
    1.5	2.0	7.9	-0.86	-0.14	-0.35	0.37	1.2	11%	-1.4	1082	i	15	-2	675	2.2	2019	i	4.8

High-throughput results from PubChem BioAssay.
